NSD2 inh – NSD2 histone methyltransferase inhibitors, primary screen, biochemical, AlphaScreen, single concentration, set 2. Histone-lysine N-methyltransferase NSD2 (Homo sapiens), O96028. NSD2 peptide methylation, 120 min. inhibition, % at 12.5 µM. actives 0.54% (n = 310,000); in the data active means inhibition above about 50%
Pemphigus Ab inh – inhibitors of pemphigus antibody binding to DSG3, primary screen, biochemical, bead-based, flow cytometry, scFv-GFP | Desmoglein-3 (Homo sapiens), P32926 | DSG3-coupled beads, scFv-anti-DSG3-GFP binding; stronger effect = lower value | binding (percent of control), % at 10 µM | actives 0.48% (n = 310,000);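 active means binding more than 3 SD below its plate's average and above zero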;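 further: hits lower antibody fragment binding to DSG3; some compounds called inactive have numbers as strong as hits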
CAL PDZ FP-1 – CAL PDZ peptide-binding inhibitors, primary screen, biochemical, fluorescence polarization, Cer-tagged CAL PDZ, HTS. Golgi-associated PDZ and coiled-coil motif-containing protein (Homo sapiens), Q9HD26. purified CAL PDZ, TMR-peptide fluorescence polarization, 1 h. inhibition, % at 20 µM. actives 0.02% (n = 330,000). AID 504414, 2011;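 active means highest replicate inhibition of at least 40%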;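 further: plate controls were DMSO neutral control wells for no effect and unlabeled competitor peptide control wells for full effect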
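Material: tagged CAL PDZ domain; buffer or medium: 25 mM sodium phosphate pH 7.4, 150 mM NaCl, TCEP, IgG, Thesit; compound dosing: single point, 20 µM; schedule: 1 h incubation at room temperature before polarization reading; measured by: FP readout, S and P plane fluorescence; read-out basis: percent inhibition from loss of millipolarization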
RTF Ca sens inh – cardiac RTF calcium sensitivity inhibitors, primary screen, biochemical, IANBD-TnC fluorescence, EC70 calcium; inhibition, % at 7.15 µM; AID 493244, 2011; actives 0.12% (n = 340,000); IANBD-labeled cardiac RTF, Ca2+ fluorescence; Troponin I, cardiac muscle (Homo sapiens) + Troponin T, cardiac muscle (Homo sapiens) + …;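 active means inhibition above the mean inhibition of all tested compounds plus 3 SD, cut at about 17% in these data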;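 further: assay run at fixed EC70 calcium of 1.6 mM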
C-LANA FP – inhibitors of KSHV C-LANA binding to DNA, primary screen, biochemical, fluorescence polarization, FAM-LBS DNA, MBP-C-LANA, single point; actives 0.078% (n = 340,000); Kaposi's sarcoma herpesvirus LANA C-terminal domain (residues 932-1162) DNA binding; inhibition, % at 9 µM;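 active means highest replicate inhibition at or above 60% at 9 µM, even if other replicates fall short; inactive means all replicates below 60% inhibition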;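 further: 0% = neutral control wells and 100% = 4 µM acridine orange control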
V-ATPase pHluor – regulators of yeast V-ATPase proton pumping, primary screen, pHLuorin cytosolic pH fluorescence; S. cerevisiae; response, % at 10 µM; actives 0.37% (n = 350,000); AID 504577, 2011; in the data active means response mostly above about 7.3%, no sharp cut-off; inactive means mostly below about 5.4%; further: actives read high; inactives centre near 0; some compounds called inactive have numbers as strong as hits; reference of the scale not given here
DAGLB inh – DAGLB lipase inhibitors, primary screen, biochemical, fluorescence, HTS; AID 504411, 2011; inhibition, % at 5.17 µM; HEK293T DAGLB membrane lysate, EnzChek fluorogenic substrate; Diacylglycerol lipase-beta (Homo sapiens), Q8NCG7; actives 0.059% (n = 340,000); in the data active means inhibition above about 34%;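 further: 0% = enzyme with vehicle and 100% = wells lacking enzyme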
Target sequence (Q8NCG7 whole entry, looked up): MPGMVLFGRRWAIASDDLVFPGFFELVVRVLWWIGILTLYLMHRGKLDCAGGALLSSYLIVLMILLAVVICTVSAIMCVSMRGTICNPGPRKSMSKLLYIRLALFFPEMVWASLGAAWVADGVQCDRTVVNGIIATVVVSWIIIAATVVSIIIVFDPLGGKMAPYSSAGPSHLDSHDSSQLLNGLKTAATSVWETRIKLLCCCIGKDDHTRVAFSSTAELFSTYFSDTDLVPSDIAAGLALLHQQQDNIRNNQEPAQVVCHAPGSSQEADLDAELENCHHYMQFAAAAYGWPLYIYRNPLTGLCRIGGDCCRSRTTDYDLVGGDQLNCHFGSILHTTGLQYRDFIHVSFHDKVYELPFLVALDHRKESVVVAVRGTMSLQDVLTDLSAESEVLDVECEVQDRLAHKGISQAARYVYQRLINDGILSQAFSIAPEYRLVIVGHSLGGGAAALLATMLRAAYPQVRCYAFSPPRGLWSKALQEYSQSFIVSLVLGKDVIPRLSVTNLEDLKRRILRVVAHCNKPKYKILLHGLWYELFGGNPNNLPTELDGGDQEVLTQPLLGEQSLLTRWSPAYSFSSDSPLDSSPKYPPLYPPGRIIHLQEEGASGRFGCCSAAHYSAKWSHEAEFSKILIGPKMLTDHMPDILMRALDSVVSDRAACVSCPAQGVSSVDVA
CAL PDZ FP-2 – untagged CAL PDZ binding inhibitors, primary screen, biochemical, fluorescence polarization, HTS; Golgi-associated PDZ and coiled-coil motif-containing protein (Homo sapiens), Q9HD26; purified CAL PDZ, TMR-peptide fluorescence polarization, 1 h; inhibition, % at 24.9 µM; actives 0.92% (n = 300,000); AID 602252, 2012;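 active means mean inhibition of at least 30% with at least half of replicates also reaching 30%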;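 further: 0% = DMSO neutral control and 100% = excess unlabeled competitor peptide PRC23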
Keap1 Nrf2 FP – Keap1-Nrf2 protein-protein interaction inhibitors, primary screen, biochemical, fluorescence polarization, single point; inhibition, % at 9.4 µM; Kelch-like ECH-associated protein 1 (Homo sapiens), Q14145; actives 0.15% (n = 340,000); Keap1 Kelch-Nrf2 peptide fluorescence polarization, 1536-well; in the data active means inhibition above about 12%;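 further: human Keap1 Kelch domain with fluorescein labeled Nrf2 9mer peptide probe; 0% = neutral control wells and 100% = peptide positive control; higher means more block of Keap1 binding to Nrf2 peptide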
Arrestin-AP2 inh – inhibitors of beta-arrestin/AP2 binding, primary screen, biochemical, GPCR trafficking, flow cytometry | FITC-arrestin peptide / GST-AP2 beads; AP2 beta2 appendage carries R879A mutation | inhibition, % at 10 µM | actives 0.31% (n = 340,000) | AID 504490, 2011;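 active means inhibition above a set limit, near 3 SD of compounds lacking own fluorescence, cut at about 54% in these data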;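 further: plate controls were DMSO wells for no effect and 5 µM unlabelled arrestin peptide for full effect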
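System: GST-AP2 R879A bound to glutathione beads, E. coli-expressed. Also added: 50 nM FITC-arrestin peptide. Schedule: compound with beads 12 min RT, then probe 1 h RT. Signal: bead flow cytometry, FITC channel. Read-out basis: percent response.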
The depositor's hits bear a star. An excerpt. The share of hits here may be higher or lower than overall.

`CCN(CC)S(=O)(=O)c1ccc(N2CCOCC2)c(NC(=O)C2CCCO2)c1` (configuration not stated) gave NSD2 inh -1, Pemphigus Ab inh 98, CAL PDZ FP-1 -0.5, RTF Ca sens inh 7, C-LANA FP -1.4, V-ATPase pHluor 2, DAGLB inh 0, CAL PDZ FP-2 -3, Keap1 Nrf2 FP 2 and Arrestin-AP2 inh 25.
COc1ccc(CN2CCCC2C(=O)Nc2ccc(OC)c(OC)c2)cc1OC (configuration not stated) was read as NSD2 inh -2, Pemphigus Ab inh 104, CAL PDZ FP-1 -1.8, RTF Ca sens inh 6, C-LANA FP 1.2, V-ATPase pHluor 2, DAGLB inh -3, CAL PDZ FP-2 0, Keap1 Nrf2 FP 1 and Arrestin-AP2 inh 3.
`CCOc1ccccc1OCC(=O)Nc1cccc(S(=O)(=O)NC2=NCCCCC2)c1` gave NSD2 inh 18, Pemphigus Ab inh 115, CAL PDZ FP-1 -2.1, RTF Ca sens inh -6, C-LANA FP 0.8, V-ATPase pHluor -2, DAGLB inh -1, CAL PDZ FP-2 -7, Keap1 Nrf2 FP -8 and Arrestin-AP2 inh -9.
N#C/C(C(=O)Oc1ccccc1)=C1/Nc2ccccc2-c2ccccc21 was read as NSD2 inh -1, Pemphigus Ab inh 92, CAL PDZ FP-1 -1.5, RTF Ca sens inh -15, C-LANA FP 0.1, V-ATPase pHluor -3, DAGLB inh -2, CAL PDZ FP-2 -1, Keap1 Nrf2 FP -4 and Arrestin-AP2 inh -2.
CCOC(=O)c1c(NC(=O)COC(=O)c2ccccn2)sc(C(=O)N(C)C)c1C was read as NSD2 inh 0, Pemphigus Ab inh 100, CAL PDZ FP-1 -1.1, RTF Ca sens inh 1, C-LANA FP -0.5, V-ATPase pHluor -1, DAGLB inh -1, CAL PDZ FP-2 -4, Keap1 Nrf2 FP 4 and Arrestin-AP2 inh -7.
COc1ccccc1C(C)NC(=O)CCNC(=O)c1ccc(Cl)cc1 (configuration not stated) was read as NSD2 inh 3, CAL PDZ FP-1 -0.8, RTF Ca sens inh -12, C-LANA FP -3.1, V-ATPase pHluor 2, DAGLB inh -5, CAL PDZ FP-2 -4, Keap1 Nrf2 FP -3 and Arrestin-AP2 inh -2.
`COc1cc(C2=NOC(C(=O)NCc3cccnc3)C2)cc(OC)c1OC` (configuration not stated) gave NSD2 inh -1, Pemphigus Ab inh 92, CAL PDZ FP-1 -3.4, RTF Ca sens inh -8, C-LANA FP -0.9, V-ATPase pHluor 1, DAGLB inh -3, CAL PDZ FP-2 -2, Keap1 Nrf2 FP -2 and Arrestin-AP2 inh 5.
`CC1(c2nnc(Cc3ccccc3)o2)CC(c2cccc(Cl)c2)=NO1` (configuration not stated) gave Pemphigus Ab inh 104, CAL PDZ FP-1 1.0, RTF Ca sens inh 6, C-LANA FP -2.3, V-ATPase pHluor -3, DAGLB inh -4, CAL PDZ FP-2 -1, Keap1 Nrf2 FP -3 and Arrestin-AP2 inh 4.
Cc1ccc(OCC(=O)Nc2ccc(-c3nc4ncccc4o3)cc2)cc1 was read as NSD2 inh 0, Pemphigus Ab inh 101, CAL PDZ FP-1 -1.8, RTF Ca sens inh -7, C-LANA FP -1.5, V-ATPase pHluor -2, DAGLB inh 0, CAL PDZ FP-2 46*, Keap1 Nrf2 FP -6 and Arrestin-AP2 inh -4.
For O=C(NCc1ccccc1)c1c(Cl)nc(Cl)c(Cl)c1Cl the results were NSD2 inh -5, Pemphigus Ab inh 85, CAL PDZ FP-1 1.0, RTF Ca sens inh 2, C-LANA FP -0.8, V-ATPase pHluor -4, DAGLB inh -3, CAL PDZ FP-2 -1, Keap1 Nrf2 FP 1 and Arrestin-AP2 inh 38.
For CN1CCN(C(=S)NC(=O)c2ccc(Br)cc2)CC1 the results were NSD2 inh 1, Pemphigus Ab inh 96, CAL PDZ FP-1 0.0, C-LANA FP 1.9, V-ATPase pHluor -4, Keap1 Nrf2 FP 0 and Arrestin-AP2 inh 1.
O=C(Nc1nc2ccccc2[nH]1)c1ccc(Br)o1 was read as NSD2 inh -2, Pemphigus Ab inh 128, CAL PDZ FP-1 -3.3, RTF Ca sens inh 0, C-LANA FP -0.4, V-ATPase pHluor -2, DAGLB inh 0, CAL PDZ FP-2 -2, Keap1 Nrf2 FP -2 and Arrestin-AP2 inh -20.
For CCCNC(=O)c1ccc(N2CCC3(CC2)CC(c2cccc(Br)c2)=NO3)c(NC(=O)c2ccco2)c1 the results were Pemphigus Ab inh 106, CAL PDZ FP-1 -1.2, RTF Ca sens inh -6, C-LANA FP -0.2, V-ATPase pHluor 5, DAGLB inh -2, CAL PDZ FP-2 -2, Keap1 Nrf2 FP -2 and Arrestin-AP2 inh 3.
C=CCc1cc(C)ccc1OCCOCCC(C(=O)OCC)C(=O)OCC was read as NSD2 inh -2, Pemphigus Ab inh 97, CAL PDZ FP-1 -0.4, RTF Ca sens inh -6, C-LANA FP -0.8, V-ATPase pHluor 0, DAGLB inh -8, CAL PDZ FP-2 -4, Keap1 Nrf2 FP 3 and Arrestin-AP2 inh -7.
Screening COc1ccc(NC(=O)CSc2nnc(C)s2)cc1S(=O)(=O)N1CCOCC1 returned NSD2 inh 1, Pemphigus Ab inh 106, CAL PDZ FP-1 -1.5, RTF Ca sens inh 2, C-LANA FP -0.5, V-ATPase pHluor 1, DAGLB inh -1, CAL PDZ FP-2 -6, Keap1 Nrf2 FP -2 and Arrestin-AP2 inh -6.
CC(=O)OCCCN1C(=O)c2ccc(Br)cc2C1=O was read as NSD2 inh -7, Pemphigus Ab inh 102, CAL PDZ FP-1 -1.8, RTF Ca sens inh -4, C-LANA FP -1.2, V-ATPase pHluor 3, DAGLB inh -4, Keap1 Nrf2 FP 5 and Arrestin-AP2 inh -2.
CCOc1ccccc1N(C)C(=O)c1ccc2c(=O)n3c(nc2c1)CCCCC3 was read as NSD2 inh -4, CAL PDZ FP-1 -1.2, RTF Ca sens inh 2, C-LANA FP -0.5, V-ATPase pHluor -1, DAGLB inh -1, CAL PDZ FP-2 7, Keap1 Nrf2 FP 1 and Arrestin-AP2 inh 26.
Screening CCCCN1C(=O)C(=O)N(CC(=O)c2cc(C)n(C3CC3)c2C)C1=O returned NSD2 inh -2, Pemphigus Ab inh 111, CAL PDZ FP-1 0.1, RTF Ca sens inh -2, C-LANA FP -3.2, V-ATPase pHluor -1, DAGLB inh -2, CAL PDZ FP-2 1, Keap1 Nrf2 FP -1 and Arrestin-AP2 inh 0.
`CCN1C(=O)N[C@H](c2ccc(Br)cc2)C(C(=O)OC)=C1C` gave Pemphigus Ab inh 100, CAL PDZ FP-1 -1.7, RTF Ca sens inh -12, C-LANA FP 3.0, V-ATPase pHluor -7, DAGLB inh 0, CAL PDZ FP-2 -4, Keap1 Nrf2 FP 1 and Arrestin-AP2 inh 3.
`O=C(Cn1nnc(-c2ccc(CN3CCOCC3)cc2)n1)NC1CCCCC1` gave NSD2 inh -1, Pemphigus Ab inh 97, CAL PDZ FP-1 -1.4, RTF Ca sens inh -2, C-LANA FP 1.3, V-ATPase pHluor -5, DAGLB inh 0, CAL PDZ FP-2 -1, Keap1 Nrf2 FP 2 and Arrestin-AP2 inh 31.
`CCC(=O)Nc1nnc(SCC(=O)Nc2ccc3c(c2)OCCO3)s1` gave NSD2 inh -5, Pemphigus Ab inh 110, CAL PDZ FP-1 -2.8, RTF Ca sens inh 7, C-LANA FP -0.9, V-ATPase pHluor 0, DAGLB inh 2, CAL PDZ FP-2 -1, Keap1 Nrf2 FP -3 and Arrestin-AP2 inh -5.
CCNC(=S)N/N=C/c1cc(C)ccc1C was read as NSD2 inh -1, Pemphigus Ab inh 98, CAL PDZ FP-1 -0.6, RTF Ca sens inh -14, C-LANA FP 1.1, V-ATPase pHluor -5, DAGLB inh -3, CAL PDZ FP-2 -4, Keap1 Nrf2 FP 0 and Arrestin-AP2 inh -5.
For NC(=O)C1CCN(C(=O)CCCCCn2c(=O)[nH]c3ccsc3c2=O)CC1 the results were NSD2 inh -2, CAL PDZ FP-1 -0.4, RTF Ca sens inh 0, C-LANA FP 2.6, V-ATPase pHluor 1, DAGLB inh -3, CAL PDZ FP-2 -6, Keap1 Nrf2 FP 4 and Arrestin-AP2 inh 27.
Screening CCN(CC(=O)Nc1ccccc1OC)C(=O)CSCc1ccc(C)cc1 returned NSD2 inh 2, Pemphigus Ab inh 97, CAL PDZ FP-1 -1.3, RTF Ca sens inh -10, C-LANA FP -0.3, V-ATPase pHluor 2, DAGLB inh -1, CAL PDZ FP-2 -2, Keap1 Nrf2 FP -1 and Arrestin-AP2 inh 31.
`COc1ccc2c(c1)C(=O)CC(c1ccccc1F)O2` (configuration not stated) gave NSD2 inh -6, Pemphigus Ab inh 104, CAL PDZ FP-1 -1.4, RTF Ca sens inh -7, C-LANA FP 0.5, V-ATPase pHluor 2, DAGLB inh -13, CAL PDZ FP-2 -2, Keap1 Nrf2 FP 1 and Arrestin-AP2 inh 21.
For COc1ccc(CN(Cc2ccncc2)C(=O)CCC(=O)O)cc1 the results were NSD2 inh -1, Pemphigus Ab inh 95, CAL PDZ FP-1 -0.3, RTF Ca sens inh 0, C-LANA FP -0.3, V-ATPase pHluor -3, DAGLB inh -2, CAL PDZ FP-2 2, Keap1 Nrf2 FP 2 and Arrestin-AP2 inh -1.
Screening CCOC(=O)Cc1csc(NC(=O)CSc2nnc3ccccn23)n1 returned NSD2 inh -3, Pemphigus Ab inh 107, CAL PDZ FP-1 -1.2, RTF Ca sens inh -4, C-LANA FP -1.2, V-ATPase pHluor 16, DAGLB inh -1, CAL PDZ FP-2 -6 and Keap1 Nrf2 FP -2.
